Bioassay records: PubChem, National Center for Advancing Translational Sciences (NCATS)
Tau FP inhib – qHTS for Inhibitors of Tau Fibril Formation, Fluorescence Polarization; Microtubule-associated protein tau (Homo sapiens), P10636; K18 P301L tau heparin fibrillization, Alexa594 FP, 6 h; Potency, µM (highest dose often 57.7 µM), for the others: top-dose activity, negative = inhibition, actives largely listed as inhibitors; actives 0.39% (n = 280,000); note: potency is the fitted concentration of half-maximal effect; % is set by controls: 0 for no effect and ±100 for the full control effect; nearly all actives have a fitted effect of over 55% in size
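FP of Alexa 594-tau after heparin (20 uM) induction. Substrate: human K18 P301L, 15 uM unlabeled, 0.24 uM labeled. Buffer 100 mM sodium acetate pH 7. 6 hr, 37 C.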
aGal spleen mod – qHTS Assay for Inhibitors and Activators of Human alpha-Galactosidase From Spleen Homogenate; Potency, µM (highest dose often 80 µM), without a hit: at the highest dose activity change, negative = inhibition, hits mostly inhibitors; human spleen homogenate, 4MU-alpha-Gal fluorescence, 40 min; actives 0.008% (n = 240,000); AID 2107, 2009; Alpha-galactosidase A (Homo sapiens), P06280;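 note: potency is the fitted concentration of half-maximal effect; 0% = enzyme with vehicle and -100% = no enzyme basal signal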
Target sequence (P06280 32-429 limits assumed): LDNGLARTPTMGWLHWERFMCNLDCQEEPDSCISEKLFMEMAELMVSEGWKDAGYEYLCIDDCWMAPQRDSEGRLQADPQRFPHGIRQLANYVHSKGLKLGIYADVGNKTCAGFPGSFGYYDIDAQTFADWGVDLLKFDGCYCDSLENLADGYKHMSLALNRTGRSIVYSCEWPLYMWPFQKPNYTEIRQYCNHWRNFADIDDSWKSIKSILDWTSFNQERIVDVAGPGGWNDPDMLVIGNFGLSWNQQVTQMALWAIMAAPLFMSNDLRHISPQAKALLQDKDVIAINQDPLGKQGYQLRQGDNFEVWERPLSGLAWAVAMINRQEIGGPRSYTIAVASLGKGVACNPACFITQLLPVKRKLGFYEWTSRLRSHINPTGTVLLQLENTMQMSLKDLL
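Inhibition or activation of alpha-galactosidase in human spleen homogenate is scored by 4-MU fluorescence after 40 min at 37C, pH 5.0, with 1 mM substrate. AC50s come from concentration-response fitted to the Hill equation.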
TRb SRC2 PPI – qHTS for Inhibitors of the Interaction of Thyroid Hormone Receptor and Steroid Receptor Coregulator 2; Thyroid hormone receptor beta (Homo sapiens), P10828; TRbeta-SRC2 peptide binding, fluorescence polarization; receptor liganded with 1 µM T3; Potency, µM (doses to about 106 µM), for inactives: at the highest dose activity change, negative = inhibition, actives largely listed as inhibitors; actives 0.065% (n = 280,000);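 note: potency is the fitted concentration of half-maximal effect; plate controls were bound peptide for no effect and peptide without receptor for full effect; nearly all actives have a fitted effect of over 50% in size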
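Quantitative HTS by FP: 0.6 uM TRb LBD, 20 nM labeled SRC2 20-mer, 1 uM T3, 5% DMSO; 5 hr ambient incubation; % activity per concentration and potencies from concentration series.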
Epigenetic reg – Quantitative High-Throughput Screen for Regulators of Epigenetic Control. murine LDR cells, GFP reporter derepression, 30 h. Potency, µM (top dose mostly 53.9 µM), for inactives: at the top dose GFP activation, actives largely listed as activators. actives 0.2% (n = 280,000). AID 1865, 2009; note: potency is the fitted concentration of half-maximal effect; % of control where 0% means no effect; nearly all actives have a fitted effect of over 60% in size
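Murine LDR cells carrying a silenced, genomically integrated CMV-driven GFP reporter were exposed to compound for 30 hours at 37 C. After PBS washes, GFP-positive cells (20–120 um objects) were counted by laser-scanning microplate cytometry.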
TexasRed fluor – Total Fluorescence Counterscreen for Inhibitors of the Interaction of Thyroid Hormone Receptor and Steroid Receptor Coregulator 2. Potency, µM (titrated, usually from 106 µM), for the others: top-dose fluorescence change, negative = quenching. TRb/SRC2 Texas Red total fluorescence interference. actives 0.29% (n = 280,000); active = well fitted curve in either direction with a large enough effect; inconclusive = small, poorly fitted or top-dose-only effect; note: potency is the fitted concentration of half-maximal effect; % is set by controls: 0 for no effect and ±100 for the full control effect
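Human TRb ligand-binding domain at 0.6 uM with 20 nM Texas Red SRC2 peptide in Tris buffer containing 1 uM T3 and 5% DMSO, incubated with compound 5 h at ambient temperature. Total fluorescence (555/632 nm) calculated as parallel + 2 × perpendicular.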
NPSR antag – qHTS Assay for Antagonists of the Neuropeptide S Receptor: cAMP Signal Transduction; Q6W5P4; CHO-NPSR cells, cAMP TR-FRET, antagonist mode; Potency, µM (doses to about 38.3 µM), without a hit: at the top dose activity change, negative = inhibition, most hits filed as inhibitors; actives 1% (n = 220,000); AID 1461, 2008; note: potency is the fitted concentration of half-maximal effect; % is set by controls: 0 for no effect and ±100 for the full control effect; nearly all actives have a fitted effect of over 50% in size; many of its hits are not listed in these tables
Tau fluor cs – Counterscreen qHTS for Inhibitors of Tau Fibril Formation, Fluorescence Polarization; Potency, µM (series often up to 57.7 µM), inactives show at the top dose activity change, negative = decrease; actives 0.93% (n = 280,000); tau K18 P301L (four-repeat tau fragment) Alexa594 fluorescence, heparin fibrillization; note: potency is the fitted concentration of half-maximal effect; % is set by controls: 0 for no effect and ±100 for the full control effect; nearly all actives have a fitted effect of over 55% in size
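Human K18 P301L tau (15 uM unlabeled plus 0.24 uM Alexa 594-labeled, final) in 100 mM sodium acetate pH 7 was mixed with compound and 20 uM heparin and incubated 6 hr at 37 C.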
CBFb RUNX1 block – qHTS Assay for Compounds Blocking the Interaction Between CBF-beta and RUNX1 for the Treatment of Acute Myeloid Leukemia; Runt-related transcription factor 1 (Homo sapiens) + Core-binding factor subunit beta …; AlphaScreen CBFb-His/RUNX1-biotin binding, biochemical; Potency, µM (highest dose often 59.8 µM), inactives show top-dose activity, negative = inhibition, most hits filed as inhibitors; 230,000 tested, under 10 active; note: % of control where 0% means no effect
Target sequence (Q01196 whole entry, looked up): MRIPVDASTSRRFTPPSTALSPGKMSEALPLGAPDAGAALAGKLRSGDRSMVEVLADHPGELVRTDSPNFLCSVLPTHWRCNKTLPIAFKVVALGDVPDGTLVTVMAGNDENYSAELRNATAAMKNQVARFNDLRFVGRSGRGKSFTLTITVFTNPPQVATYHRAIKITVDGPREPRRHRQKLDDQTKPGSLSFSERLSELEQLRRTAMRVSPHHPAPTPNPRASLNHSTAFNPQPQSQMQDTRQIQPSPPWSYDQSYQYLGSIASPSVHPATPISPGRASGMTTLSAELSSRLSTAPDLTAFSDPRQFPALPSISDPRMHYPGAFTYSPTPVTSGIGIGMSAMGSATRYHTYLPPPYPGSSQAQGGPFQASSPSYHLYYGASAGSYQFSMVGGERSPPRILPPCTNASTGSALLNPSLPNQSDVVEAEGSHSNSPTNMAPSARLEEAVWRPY
Target sequence (Q13951 whole entry, looked up): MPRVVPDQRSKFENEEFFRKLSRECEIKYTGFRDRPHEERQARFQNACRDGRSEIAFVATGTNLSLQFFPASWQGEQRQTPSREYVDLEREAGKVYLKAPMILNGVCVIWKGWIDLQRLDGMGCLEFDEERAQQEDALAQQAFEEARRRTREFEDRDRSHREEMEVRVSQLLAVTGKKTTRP
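Bead-based AlphaScreen assay; binding partners His-tagged CBF-beta and biotinylated RUNX1 at 30 nM each. Compound exposure 15 min after a 20-min protein preincubation; bead step 90 min; all steps at room temperature.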
* hit, by the source's call; ? = inconclusive; nt = no result given; [ ] = dose if it differs, or a comment. Unless noted, calls come from the whole dose curve; as a rule, active = well fitted curve in the direction sought with a large enough effect; inconclusive = small, poorly fitted or top-dose-only effect, or another doubt; inactive = no such curve, though single readings can be large; an effect the other way counts as inactive or inconclusive.

SMILES	aGal spleen mod	NPSR antag	Tau FP inhib	CBFb RUNX1 block	Tau fluor cs	TRb SRC2 PPI	Epigenetic reg	TexasRed fluor
COc1ccc(NC(=S)NCC2CCCO2)c(C)c1 (stereo not given)	5%	3%	1%	7%	0%	3%	-0.1%	-2%
CCC(Sc1nc2ncnc(N)c2[nH]1)C(=O)O (stereo not given)	2%	28%	4%	-2%	-6%	-1%	-0.4%	-2%
O=C(CN1CCCC1)Nc1ccc(NC(=O)Nc2ccccc2)cc1	5%	-3%[46.1 µM]	8%	9%	-9%	-1%	-1.1%	-4%
Cc1c(C(=O)O)sc2nc(C)n(C)c(=O)c12	3%	3%[46.1 µM]	0%	-4%	10%	-4%	-1.3%	1%
CC(=O)NNC(=O)CCC(=O)Nc1ccccc1	1%	7%[46.1 µM]	12%	3%	4%	-20%	-2.3%	-2%
O=C1COCCOCCOCCOCC(=O)NCCN1	5%	-11%	-3%	1%	8%	-2%	-0.2%	-3%
COc1ccc(N2CCN(C(=O)CSc3ccccc3)CC2)cc1	6%	-23%[46.1 µM]	8%	0%	-14%	-15%	-0.7%	-2%
Cc1cccc(C(c2c(C)nn(-c3ccccc3)c2N)c2c(C)nn(-c3ccccc3)c2N)c1	-11%	-4%	4%	-7%	-13%	9%	1.1%	-18%
CCc1ccc(NC(=O)CSc2ccc(-c3sc(-c4ccccc4)nc3C)nn2)cc1	nt	nt	-14%	nt	-23%	-1%	1.3%	1%
COCCNC(=O)C(=O)NCC1OCCN1S(=O)(=O)c1ccc2c(c1)OCCO2 (stereo not given)	-1%	5%	nt	5%	nt	-5%	-1.0%	-1%
CCCN(CCC)CC(O)Cn1c2ccccc2c2ccccc21 (stereo not given)	-6%	-15%	-5%	11%	-5%	-9%	1.7%	-1%
Cc1cc(C)nc(SCNC(=O)c2ccccc2)n1	0%	-6%[46.1 µM]	3%	-3%	6%	-6%	0.0%	3%
c1ccc(CN2CCC(Nc3ncnc4sccc34)CC2)cc1	-2%	4%	3%	0%	-8%	5%	-0.7%	1%
Cc1cc(NNC(=O)Nc2cccc(Cl)c2)nc2c1c(C)nn2C	0%	-18%	-9%	5%	-15%	-3%	-1.0%	-1%
O=C1C(Cl)=C(Nc2cccc(O)c2)C(=O)N1Cc1ccccc1	3%	-35%	-6%	-8%	?	-6%	-0.4%	0%
Cc1ccc(NC(=O)CSc2nnc(NC(=O)NC3CCCCC3)s2)cc1	nt	nt	?	nt	-26%	-2%	0.9%	0%
COc1ccc(C(=O)Nc2nnc(S(=O)(=O)N3CCN(c4ccc(F)cc4)CC3)s2)cc1	nt	nt	12%	nt	2%	3%	1.4%	-13%
CCN(CC)c1ccc(C(NC(C)=O)NC(C)=O)cc1	2%	4%[46.1 µM]	-8%	4%	1%	-3%	-5.6%	-6%
COc1ccc(NC(=O)c2ccc(-n3c(C)ccc3C)cc2)c(OC)c1	-2%	-18%	-12%	-2%	-13%	0%	-1.1%	2%
O=C(NNc1ccc(F)cc1)c1c(F)cccc1Cl	-8%	-16%	-5%	1%	0%	0%	2.4%	3%
c1ccc(-c2csc(NNC3=NCCCCC3)n2)cc1	3%	-19%[46.1 µM]	25µM*	-7%	?	-1%	0.8%	-1%
COc1ccccc1CNC(=O)c1csc(Cc2ccc(Cl)cc2)n1	-3%	?	-1%	16%	-4%	3%	0.0%	-5%
Cc1ccccc1OCC(O)Cn1c(=N)n(CCN2CCCCC2)c2ccccc21 (stereo not given)	nt	nt	-1%	nt	-5%	0%	-1.0%	-1%
O=C(Nc1cccc(Cl)c1)Nc1csc([N+](=O)[O-])c1	0%	?	?	-1%	8.9µM*[quencher]	-3%	-4.1%	-3%
CCCc1ccccc1OCCNC(=O)c1cc(=O)n(C)c(=O)n1C	0%	7%	4%	-5%	-3%	1%	0.9%	-2%
Cc1ccnc(NC(=O)CCC(=O)N(CC(=O)NC(C)(C)C)c2ccc(F)c(Cl)c2)c1	1%	24%	-3%	6%	-6%	2%	-1.5%	-2%
C=CCNC(=O)O/N=C/c1csc([N+](=O)[O-])c1	-4%	-5%	-4%	-1%	-12%	-3%	1.3%	0%
CCCSc1nc(C)c(-c2csc(C(C#N)=C3CCCC3)n2)cc1C#N	7%	-16%[46.1 µM]	4%	-26%	-22%	21%	-1.0%	-13%
Cc1ccc(-c2ccc(=O)n(Cc3ccc(F)cc3)n2)cc1	nt	nt	1%	nt	-14%	-4%	-1.0%	-1%
CN(CC(=O)NCc1ccccn1)S(=O)(=O)c1ccc2ccccc2c1	-9%	5%	2%	4%	0%	0%[53 µM]	1.6%	0%[53 µM]
COc1ccc(-n2c(Cn3nnc4ccccc43)n[nH]c2=S)cc1	-7%	-3%	10%	-8%	5%	-2%	-0.9%	0%
COc1ccc2cc1Oc1ccc(cc1)CC1c3cc(c(OC)cc3CCN1C)Oc1c(OC)c(OC)c(OC)c3c1C(C2)N(C)CC3 (stereo not given)	-8%	nt	nt	?	nt	-2%	nt	1%
COc1ccc(NC(=O)c2cc3sccc3n2Cc2ccc(F)cc2)cc1OC	0%	?	13%	-19%	?	0%	-1.1%	-4%
O=C(COc1ccccc1)Nc1ccc(N2CCN(C(=O)c3ccco3)CC2)cc1	10%	-7%	5%	5%	-23%	5%	1.3%	-4%
COc1ccc(-c2nc3ccccc3n2Cc2ccc(C(C)C)cc2)cc1	nt	nt	-9%	nt	-29%	3%	13%	0%
Cc1ccc(-n2nc3c(N4CCC(C(=O)NC5CCC(C)CC5)CC4)nnc(C)c3c2C)cc1 (stereo not given)	nt	nt	-4%	nt	-1%	-11%	?	0%
O=C(COC(=O)COc1ccccc1)Nc1ccc(OC(F)(F)F)cc1	7%	6%[46.1 µM]	-10%	5%	-21%	-5%	2.8%	-1%
CCC(C)(C)c1ccc(OCCN2C(=O)NC(C)(C)C2=O)cc1	5%	-14%[46.1 µM]	4%	0%	-7%	3%	-4.4%	0%
COc1ccc(C(=O)Nc2ccc(N3CCOCC3)cc2)cc1OC	-4%	-25%[46.1 µM]	8%	2%	-12%	-4%	0.6%	0%
O=C1OCC2OC(O)C(O)C(O)C2OC(=O)c2cc(O)c(O)c(O)c2-c2c(O)c(O)c3oc(=O)c4c(c(O)c(O)c5oc(=O)c2c3c54)-c2c1cc(O)c(O)c2O (stereo not given)	1%	10%	?	nt	?	0%	0.0%	-9%

Sorted by molecular weight (descending): part of the list above.
SMILES	aGal spleen mod	NPSR antag	Tau FP inhib	CBFb RUNX1 block	Tau fluor cs	TRb SRC2 PPI	Epigenetic reg	TexasRed fluor
O=C1OCC2OC(O)C(O)C(O)C2OC(=O)c2cc(O)c(O)c(O)c2-c2c(O)c(O)c3oc(=O)c4c(c(O)c(O)c5oc(=O)c2c3c54)-c2c1cc(O)c(O)c2O (stereo not given)	1%	10%	?	nt	?	0%	0.0%	-9%
O=C(COc1ccccc1)Nc1ccc(N2CCN(C(=O)c3ccco3)CC2)cc1	10%	-7%	5%	5%	-23%	5%	1.3%	-4%
COc1ccc(-c2nc3ccccc3n2Cc2ccc(C(C)C)cc2)cc1	nt	nt	-9%	nt	-29%	3%	13%	0%

Next section
SMILES	aGal spleen mod	NPSR antag	Tau FP inhib	CBFb RUNX1 block	Tau fluor cs	TRb SRC2 PPI	Epigenetic reg	TexasRed fluor
CC(C)c1ccc(OC(=O)c2cc(-c3ccc4c(c3)OCCO4)on2)cc1	nt	nt	-10%	nt	-15%	-14%	-2.7%	-68%
CCOc1ccc(CCNc2ncnc3onc(C)c23)cc1OCC	nt	nt	-3%	nt	-9%	-9%	5.1%	-4%
COc1ccc2c(Cl)c(C(=O)NN)sc2c1	0%	-10%[46.1 µM]	9%	4%	-8%	-1%	0.0%	-1%
O=C(NC(=S)N1CCCc2ccccc21)c1ccc([N+](=O)[O-])cc1	3%	-18%[46.1 µM]	6%	?	-30%	11%	0.0%	0%
COc1ccc2[nH]c3c(C)c4cc[n+](C)cc4c(C)c3c2c1	7%	nt	nt	-14%	nt	-6%	nt	-4%
Cc1nc(N)nc(OCC(F)(F)C(F)F)c1Br	-5%	-1%[46.1 µM]	-4%	5%	-7%	4%	3.9%	-7%
COc1cc(CN/C(C)=C(\C#N)C(N)=O)cc(OC)c1OC	-15%	-2%[46.1 µM]	5%	11%	3%	-3%	0.9%	0%
COc1ccc([C@@H]2C[C@H]3CN(Cc4ccccc4OC)C(=O)[C@]34CCCN24)cc1C	-6%	2%	-5%[2.34 µM]	11%	4%	-4%[53 µM]	-1.1%	-1%[53 µM]
Cc1cccc(CSc2nnnn2-c2ccccc2)c1	-12%	-16%[46.1 µM]	-10%	30%	-22%	4%	-8.8%	0%
Cc1ccc(-c2nc(N)sc2CC(=O)OCC(=O)N2C(C)CCCC2C)cc1 (stereo not given)	0%	-17%	5%	-4%	4%	6%	-1.1%	12%
CCOc1ccc2nc(-c3ccc(OC)c(OC)c3)cc(C(=O)O)c2c1	-11%	-6%[46.1 µM]	0%	9%	-7%	-8%	2.0%	2%
Cc1nc(-c2noc(-c3ccccc3Cl)n2)c(C(F)(F)F)o1	2%	15%	?	26%	-7%	-2%	-0.3%	-7%
CCOC(=O)C[n+]1c(C)ccc2c1CCC2	7%	-4%[46.1 µM]	-8%	12%	1%	-7%	1.2%	-5%
COc1ccc(N2C(=O)CSC23CCC(C(C)(C)C)CC3)cc1 (stereo not given)	2%	?	-5%	1%	-4%	-2%	-0.7%	3%
Cc1cc(C)c(S(=O)(=O)NCCc2sc3nc(-c4ccc(F)cc4)nn3c2C)c(C)c1	nt	nt	-10%	nt	-29%	0%	8.3%	0%

The list is partial, so the mix of outcomes need not match the whole.
